Cl transport mod – modulators of human KCC2 chloride dependent transport | Q9H2X9 | KCC2 cells, thallium flux FluoZin-2 fluorescence | B-score of Tl+ flux slope (higher = more flux/activation; lower = inhibition) at 10 µM | actives 2.2% (n = 190,000);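 active = thallium flux slope and its plate-corrected score both differing from the plate sample mean at a set confidence after two filtering rounds, in either direction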;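 note: slope of fluorescence scaled to starting intensity during 10 to 20 s after thallium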
Hck-Nef inh – inhibitors of human Hck kinase activated by Nef. Recombinant Hck-YEEI plus Nef, Z-Lyte FRET kinase assay. inhibition, % at 20 µM. P08631. actives 0.68% (n = 220,000). AID 463187;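 active = Hck-Nef kinase inhibition above about 50%, limit read from the data; inactive = inhibition below that limit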;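 note: 0% = DMSO with Hck plus Nef and 100% = Hck alone without Nef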
zVAD death inh – L929 zVAD cell death inhibition | L929 zVAD necroptosis rescue, ATP luminescence, 24 h; with zVAD 60 µM | viability rescue, % at 10 µM | AID 1377 | actives 0.38% (n = 220,000);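 active = activation, scaled between plate controls, above about 75%, limit read from the data; inactive = activation under that limit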;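 note: 0% = zVAD with DMSO and 100% = DMSO alone without zVAD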
TNF death inh – inhibitors of TNF-alpha induced necroptosis in Jurkat FADD-/- cells; Jurkat FADD-/- TNF necroptosis rescue, ATP luminescence, 24 h; 0 = TNF only, 100 = no-TNF cells; activation (protection from cell death), % at 10 µM; actives 0.068% (n = 220,000);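 active = activation, meaning protection from cell death, of at least 50% relative to plate controls; inactive = activation below 50%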;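 note: necroptosis triggered by 40 ng/mL TNF-alpha added together with compound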
FXIIa inh 1536 – blocks human coagulation factor XIIa protease activity; P00748; purified FXIIa, Boc-QGR-AMC fluorogenic substrate, 2 h; inhibition, % at 5 µM; actives 0.3% (n = 220,000); AID 800; in the data active = inhibition above about 40%;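 note: 0% = enzyme with no compound and 100% = blank without enzyme; many of its hits are not listed in these tables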
hK5 inh – inhibitors of human kallikrein 5; AID 873; Q9Y337; recombinant hK5, fluorogenic AMC substrate cleavage; inhibition, % at 5 µM; actives 0.59% (n = 210,000);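 active = inhibition of 40% or more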;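 note: 0% = enzyme controls without compound and 100% = no-enzyme blanks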
Target sequence (Q9Y337 67-293 limits assumed): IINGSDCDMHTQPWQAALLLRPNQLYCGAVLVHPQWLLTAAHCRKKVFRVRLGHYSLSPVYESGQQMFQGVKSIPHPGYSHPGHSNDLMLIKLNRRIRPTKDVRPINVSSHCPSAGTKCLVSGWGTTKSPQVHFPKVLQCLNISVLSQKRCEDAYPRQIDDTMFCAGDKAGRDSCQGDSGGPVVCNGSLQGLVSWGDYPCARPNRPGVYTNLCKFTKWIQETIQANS
FXIa inh – inhibitors of human coagulation factor XIa. actives 0.14% (n = 220,000). inhibition, % at 5 µM. purified FXIa, Boc-Glu-Ala-Arg-AMC fluorogenic substrate;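 active = inhibition of at least 40%; inactive = inhibition below 40%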;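 note: fluorescence of freed AMC excited at 355 nm; 0% = enzyme without compound and 100% = no enzyme blank; many of its hits are not listed in these tables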
Rad51 HR inh – Rad51 (human) homologous recombination inhibition | Q06609 | hRad51 DNA strand exchange, fluorescence dequenching | inhibition, % at 10 µM | actives 0.085% (n = 200,000) | AID 1385;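 active = inhibition above 40% at the single screening dose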;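 note: 0% = DMSO control wells and 100% = blanks with heterologous ssDNA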
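Assay system: Human Rad51 nucleoprotein filaments preassembled on unlabelled ssDNA | Reagent: Donor/quencher-labelled 47-bp dsDNA substrate | Doses: One concentration, 10 µM final | Times: 37 °C 15-min filament assembly, 30-min compound preincubation, 15-min exchange | Technique: Fluorescein emission 520 nm, excitation 485 nm | Benchmarks: Plate control and blank wells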
thrombin 1536 – inhibitors of human thrombin | actives 0.26% (n = 220,000) | P00734 | alpha-thrombin, Boc-VPR-AMC fluorogenic substrate cleavage | inhibition, % at 5 µM;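 active = inhibition at or above 40%; inactive = inhibition below 40%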;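 note: 0% = enzyme with no compound and 100% = wells without enzyme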
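Material: human alpha-thrombin protein; Also added: Boc-VPR-AMC substrate, 15 µM final; Timing: enzyme reaction carried out at room temperature; Signal: fluorescence, ex 355 nm, em 460 nm; Measure: % inhibition of thrombin; Controls: enzyme without compound as high, wells lacking enzyme as low.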
Starred values were filed as active, the others as inactive; . = not tested or not shown.

1. COc1cccc(-n2c(O)c(C=Nc3c(C)n(C)n(-c4ccccc4)c3=O)c(=O)[nH]c2=O)c1
2. O=C(c1cccc(C(F)(F)F)c1)C1CCCN(Cc2ncc[nH]2)C1 (centres undefined)
3. COc1cc(C2NCc3ccccc3-n3cccc32)ccc1O (centres undefined)
4. O=C(NCCN1CCOCC1)c1ccc(Cl)nc1
5. CN(CCc1ccccc1)Cc1ccccc1[N+](=O)[O-]
6. O=C1NC(=O)N(c2ccccc2)C(=O)/C1=C/C=C/c1ccco1
7. Clc1cccc(C2NCCc3[nH]cnc32)c1 (centres undefined)

| screen / no. | 1 | 2 | 3 | 4 | 5 | 6 | 7 |
| --- | --- | --- | --- | --- | --- | --- | --- |
| Cl transport mod | -0.558 | -0.00262 | 0.728 | -0.172 | 0.415 | -1.43 | 0.0532 |
| Hck-Nef inh | -1.7 | 18.3 | 0.2 | 8.4 | -12.8 | 28.8 | -0.3 |
| zVAD death inh | . | 2.4 | 0.3 | 0.2 | 0.4 | -0.2 | 0.4 |
| TNF death inh | -2.5 | 1.5 | 2.2 | 0.0 | 1.9 | -22.1 | -1.0 |
| FXIIa inh 1536 | 3.9 | 4.2 | -2.2 | 6.6 | 8.8 | 1.9 | -4.8 |
| hK5 inh | -13.1 | -0.5 | -29.1 | 0.5 | 1.7 | -0.3 | 6.5 |
| FXIa inh | -2.8 | -2.6 | -6.8 | -1.5 | -0.2 | 0.4 | -8.7 |
| Rad51 HR inh | . | -0.8 | . | 40.4* | . | -24.9 | -9.1 |
| thrombin 1536 | -10.9 | -7.2 | -8.2 | -2.9 | 2.0 | -1.6 | -2.1 |

Arranged by SMILES length (smallest number first): part of the list above.
4. O=C(NCCN1CCOCC1)c1ccc(Cl)nc1
3. COc1cc(C2NCc3ccccc3-n3cccc32)ccc1O (centres undefined)
5. CN(CCc1ccccc1)Cc1ccccc1[N+](=O)[O-]
6. O=C1NC(=O)N(c2ccccc2)C(=O)/C1=C/C=C/c1ccco1
2. O=C(c1cccc(C(F)(F)F)c1)C1CCCN(Cc2ncc[nH]2)C1 (centres undefined)
1. COc1cccc(-n2c(O)c(C=Nc3c(C)n(C)n(-c4ccccc4)c3=O)c(=O)[nH]c2=O)c1

| screen / no. | 4 | 3 | 5 | 6 | 2 | 1 |
| --- | --- | --- | --- | --- | --- | --- |
| Cl transport mod | -0.172 | 0.728 | 0.415 | -1.43 | -0.00262 | -0.558 |
| Hck-Nef inh | 8.4 | 0.2 | -12.8 | 28.8 | 18.3 | -1.7 |
| zVAD death inh | 0.2 | 0.3 | 0.4 | -0.2 | 2.4 | . |
| TNF death inh | 0.0 | 2.2 | 1.9 | -22.1 | 1.5 | -2.5 |
| FXIIa inh 1536 | 6.6 | -2.2 | 8.8 | 1.9 | 4.2 | 3.9 |
| hK5 inh | 0.5 | -29.1 | 1.7 | -0.3 | -0.5 | -13.1 |
| FXIa inh | -1.5 | -6.8 | -0.2 | 0.4 | -2.6 | -2.8 |
| Rad51 HR inh | 40.4* | . | . | -24.9 | -0.8 | . |
| thrombin 1536 | -2.9 | -8.2 | 2.0 | -1.6 | -7.2 | -10.9 |

From PubChem BioAssay

This is a subset (hit frequency here may not be typical).
